# Screening results: PubChem, several laboratories
# OPRM1-OPRD1 ag: agonists of OPRM1-OPRD1 heterodimerization, primary screen, cell-based, luminescence | AID 504326, 2011 | Mu-type opioid receptor (Homo sapiens) + Delta-type opioid receptor (Homo sapiens), … | 340,000 tested, 0.3% active | activation, % at 9.3 µM | cells; in the data active = activation above about 18%;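 also: 0% = vehicle-treated cells and 100% = reference agonist; values of inactives mirror those of a sister screen read the other way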
# C-LANA FP: inhibitors of KSHV C-LANA binding to DNA, primary screen, biochemical, fluorescence polarization, FAM-LBS DNA, MBP-C-LANA, single point. Kaposi's sarcoma herpesvirus LANA C-terminal domain (residues 932-1162) DNA binding. inhibition, % at 9 µM. 340,000 tested, 0.078% active. AID 504423, 2011;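 active = highest replicate inhibition at or above 60% at 9 µM, even if other replicates fall short; inactive = all replicates below 60% inhibition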;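 also: 0% = neutral control wells and 100% = 4 µM acridine orange control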
# Keap1-Nrf2 PPI: Keap1-Nrf2 protein-protein interaction inhibitors, primary screen, biochemical, fluorescence polarization, single point; Kelch-like ECH-associated protein 1 (Homo sapiens), Q14145; 340,000 tested, 0.15% active; AID 504523, 2011; inhibition, % at 9.4 µM; Keap1 Kelch-Nrf2 peptide fluorescence polarization, 1536-well; in the data active = inhibition above about 12%;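 also: human Keap1 Kelch domain with fluorescein labeled Nrf2 9mer peptide probe; 0% = neutral control wells and 100% = peptide positive control; higher means more block of Keap1 binding to Nrf2 peptide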
# Target sequence (Q14145 whole entry, looked up, the tested form may be a part): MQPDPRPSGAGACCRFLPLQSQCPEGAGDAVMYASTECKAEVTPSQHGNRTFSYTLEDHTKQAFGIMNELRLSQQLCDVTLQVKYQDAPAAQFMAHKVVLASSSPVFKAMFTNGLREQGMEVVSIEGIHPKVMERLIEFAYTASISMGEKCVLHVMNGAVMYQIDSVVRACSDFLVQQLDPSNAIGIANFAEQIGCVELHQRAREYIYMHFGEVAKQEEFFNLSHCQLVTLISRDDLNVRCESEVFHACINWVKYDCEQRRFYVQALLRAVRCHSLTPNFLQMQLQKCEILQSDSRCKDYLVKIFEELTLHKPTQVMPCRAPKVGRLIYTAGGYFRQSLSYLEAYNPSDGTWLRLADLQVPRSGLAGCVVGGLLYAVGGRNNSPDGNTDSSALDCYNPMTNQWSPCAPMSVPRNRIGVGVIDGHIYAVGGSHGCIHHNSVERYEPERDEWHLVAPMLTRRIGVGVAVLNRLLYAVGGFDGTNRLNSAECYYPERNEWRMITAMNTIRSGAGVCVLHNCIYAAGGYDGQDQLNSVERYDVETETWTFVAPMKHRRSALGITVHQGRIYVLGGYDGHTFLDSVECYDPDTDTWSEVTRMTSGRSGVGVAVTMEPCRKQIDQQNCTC
# Cardiac RTF inh: cardiac RTF calcium sensitivity inhibitors, primary screen, biochemical, IANBD-TnC fluorescence, EC70 calcium | inhibition, % at 7.15 µM | 340,000 tested, 0.12% active | IANBD-labeled cardiac RTF, Ca2+ fluorescence | Troponin I, cardiac muscle (Homo sapiens) + Troponin T, cardiac muscle (Homo sapiens) + …;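 active = inhibition above the mean inhibition of all tested compounds plus 3 SD, cut at about 17% in these data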;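 also: assay run at fixed EC70 calcium of 1.6 mM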
# V-ATPase pH: regulators of yeast V-ATPase proton pumping, primary screen, pHLuorin cytosolic pH fluorescence. response, % at 10 µM. S. cerevisiae. 350,000 tested, 0.37% active; in the data active = response mostly above about 7.3%, no sharp cut-off; inactive = mostly below about 5.4%; also: actives read high; inactives centre near 0; some compounds called inactive have numbers as strong as hits; reference of the scale not given here
# Wnt act: Wnt/beta-catenin pathway activators, primary screen, cell-based, plate reader, single point. activation, % at 9.35 µM. 300,000 tested, 1.2% active. AID 743398, 2014. Wnt/beta-catenin reporter cell assay, activator; in the data active = activation above about 30%, passing the limit was not always enough;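 also: 0% = neutral control wells and 100% = positive control wells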
# MOR-DOR inv ag: inverse agonists of MOR-DOR heterodimerization, primary screen, cell-based, luminescence. inhibition, % at 9.3 µM. 340,000 tested, 0.21% active. AID 504357, 2011. Mu-type opioid receptor (Homo sapiens) + Delta-type opioid receptor (Homo sapiens), …. cell-based MOR-DOR heterodimer luminescence, inverse agonism; in the data active = inhibition above about 22%, passing the limit was not always enough;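 also: 0% = cells with DMSO and 100% = wells without cells with DMSO; values of inactives mirror those of a sister screen read the other way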
# Pemphigus Ab inh: inhibitors of pemphigus antibody binding to DSG3, primary screen, biochemical, bead-based, flow cytometry, scFv-GFP | DSG3-coupled beads, scFv-anti-DSG3-GFP binding; stronger effect = lower value | 310,000 tested, 0.48% active | Desmoglein-3 (Homo sapiens), P32926 | binding (percent of control), % at 10 µM;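 active = binding more than 3 SD below its plate's average and above zero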;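 also: hits lower antibody fragment binding to DSG3; some compounds called inactive have numbers as strong as hits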
# Arrestin-AP2 inh: inhibitors of beta-arrestin/AP2 binding, primary screen, biochemical, GPCR trafficking, flow cytometry; beta-arrestin 1 C-terminal peptide binding to AP2 beta2-adaptin appendage (human); FITC-arrestin peptide / GST-AP2 beads; AP2 beta2 appendage carries R879A mutation; inhibition, % at 10 µM; 340,000 tested, 0.31% active;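 active = inhibition above a set limit, near 3 SD of compounds lacking own fluorescence, cut at about 54% in these data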;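 also: plate controls were DMSO wells for no effect and 5 µM unlabelled arrestin peptide for full effect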
#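 system = GST-tagged AP2 beta2-adaptin appendage (R879A) on 4 µm glutathione beads | reagent = FITC-labelled arrestin peptide probe, 50 nM final | schedule = compound with beads 12 min RT, then probe 1 h RT | signal = HyperCyt-sampled flow cytometry, FL1 channel, ex 488/em 535 nm | read-out = percent response from loss of bead-bound FITC fluorescence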
# RTF Ca sens act: cardiac RTF calcium sensitivity activators, primary screen, biochemical, IANBD-TnC fluorescence, EC20 calcium. IANBD-labeled TnC RTF fluorescence at EC20 calcium; 0% EC20 calcium, 100% full calcium. activation, % at 7.2 µM. 340,000 tested, 0.24% active. AID 493008, 2010;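 active = activation above the mean over all tested compounds plus 3 SD, cut at about 30% in these data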;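 also: rise in fluorescence read as greater calcium sensitivity of cardiac thin filaments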
# Numbers without * were called inactive; / = no result given; & = joins results of further samples.
SMILES,OPRM1-OPRD1 ag,C-LANA FP,Keap1-Nrf2 PPI,Cardiac RTF inh,V-ATPase pH,Wnt act,MOR-DOR inv ag,Pemphigus Ab inh,Arrestin-AP2 inh,RTF Ca sens act
CC(C)=C1C2C=CC1C(C(=O)Nc1cc(C)ccc1C)C2C(=O)O (centres undefined),-2.7,-0.3,5,-4,-5,/,12,94,12,-1
CC1Cc2ccccc2N1C(=O)CN1C(=O)C(=O)N(Cc2ccccc2)C1=O (centres undefined),-2.4,1.1,-2,-2,9,/,10,/,23,-5
CCOC(=O)c1ccc(N/C=C/C(=O)c2ccco2)cc1,-0.3,-0.3,2,0,-1,/,2,125,7,-8
Clc1cccc(CN2CCc3c([nH]c4ccccc34)C2)c1,1.5,-0.5,1,-4,-1,-1,-7,107,-10,-3
Cc1sc2nc(COC(=O)c3c(F)cccc3F)[nH]c(=O)c2c1C,0.7,-0.5,-3,-6,-1,0,-4,102,5,-2
O=S(=O)(Nc1ccc(-c2cn3ccccc3n2)cc1)c1ccccc1,-0.2,-3.1,0,6,1,12,1,97,25,3
Cn1cc([C@@H]2C[C@H]3CN(Cc4cccc(Cl)c4)C(=O)[C@]34CCCN24)c(-c2ccccc2)n1,1.3,-0.9,-7,0,-4,-1,-6,131,-3,1
Cc1cc(C)n(CC(O)CN(c2cccc([N+](=O)[O-])c2)S(=O)(=O)c2ccccc2)n1 (centres undefined),-1.6,1.6,-3,-8,-2,/,8,109,1,8
CCC(C(=O)OCC(=O)C1(O)CCC2C3CCC4=CC(=O)CCC4(C)C3C(O)CC21C)C(C)C (centres undefined),7.5,-3.1,-6,0,-2,-3,-39,107,-8,9
Cc1cc(NC(=O)/C=C/C(=O)N(c2ccccc2C)C(C(=O)NC2CCCC2)c2ccc(F)cc2)no1 (centres undefined),-0.9,0.9,-3,-6,0,/,5,99,-1,4
O=S(=O)(Cc1ccccc1)N1CCN(Cc2ccc(Br)cc2)CC1,-0.5,-1.5,-2,-4,-1,0,3,/,-3,-2
Cc1c(CNC(=O)c2cnn3c2NC(c2ccc(Br)cc2)CC3C(F)(F)F)cnn1C (centres undefined),-2.3,0.8,-1,1,1,/,13,98,5,5
O=C(NCc1nc2ccccc2[nH]1)C1=C[C@@H](c2ccc(Br)cc2)C[C@@H](OCCCCO)O1,0.6,2.5,-2,-13,-2,-12,-3,98,23,0
O=C(COc1ccc(F)cc1Cl)Nc1cccc(S(=O)(=O)N2CCCC2)c1,1.9,2.3,-7,-8,-3,-3,-8,113,-2,8
CCOC(=O)NN=C1CCC(c2ccccc2)CC1 (centres undefined),0.4,0.0,-1,-1,-4,0,-3,106,26,5
Cc1ccc(CN2C(=O)c3ccccc3C2C(=O)NCc2cccnc2)cc1 (centres undefined),-1.7,0.1,3,-4,-1,-4,10,95,5,-2
CC(C)c1ccc(C(=O)CC2(O)C(=O)N(CN3CCOCC3)c3ccccc32)cc1 (centres undefined),-2.7,0.0,1,-3,-5,/,15,116,-8,7
COc1ccc(OC)c(-c2nc(CN(C)C(C)c3ccncn3)c(C)o2)c1 (centres undefined),-1.4,0.9,-3,-7,1,1,7,101,12,4
O=c1c2c3n(c(=O)nc2[nH]n1-c1ccccc1)CCCCC3,-1.7,-1.6,1,5,-1,/,9,110,18,-6
NCCCCCc1nnc(SCC(N)=O)o1,1.5,1.4,-4,9,1,0,-8,48,7,1

# Already shown: eight of the compounds above.
SMILES,OPRM1-OPRD1 ag,C-LANA FP,Keap1-Nrf2 PPI,Cardiac RTF inh,V-ATPase pH,Wnt act,MOR-DOR inv ag,Pemphigus Ab inh,Arrestin-AP2 inh,RTF Ca sens act
O=C(NCc1nc2ccccc2[nH]1)C1=C[C@@H](c2ccc(Br)cc2)C[C@@H](OCCCCO)O1,0.6,2.5,-2,-13,-2,-12,-3,98,23,0
O=C(COc1ccc(F)cc1Cl)Nc1cccc(S(=O)(=O)N2CCCC2)c1,1.9,2.3,-7,-8,-3,-3,-8,113,-2,8
CCOC(=O)NN=C1CCC(c2ccccc2)CC1 (centres undefined),0.4,0.0,-1,-1,-4,0,-3,106,26,5
Cc1ccc(CN2C(=O)c3ccccc3C2C(=O)NCc2cccnc2)cc1 (centres undefined),-1.7,0.1,3,-4,-1,-4,10,95,5,-2
CC(C)c1ccc(C(=O)CC2(O)C(=O)N(CN3CCOCC3)c3ccccc32)cc1 (centres undefined),-2.7,0.0,1,-3,-5,/,15,116,-8,7
COc1ccc(OC)c(-c2nc(CN(C)C(C)c3ccncn3)c(C)o2)c1 (centres undefined),-1.4,0.9,-3,-7,1,1,7,101,12,4
O=c1c2c3n(c(=O)nc2[nH]n1-c1ccccc1)CCCCC3,-1.7,-1.6,1,5,-1,/,9,110,18,-6
NCCCCCc1nnc(SCC(N)=O)o1,1.5,1.4,-4,9,1,0,-8,48,7,1

# The list goes on.
SMILES,OPRM1-OPRD1 ag,C-LANA FP,Keap1-Nrf2 PPI,Cardiac RTF inh,V-ATPase pH,Wnt act,MOR-DOR inv ag,Pemphigus Ab inh,Arrestin-AP2 inh,RTF Ca sens act
COC(=O)c1ccc(OC(=O)c2ccc(OC)c(OC)c2)c(OC)c1,-0.5,1.9,-4,-9,8,/,3,101,14,12
CCOC(=O)C(C)/C(C)=N/NC(N)=S (centres undefined),-2.2,1.2,-3,-8,-1,/,10,99,35,4
Cc1ccc2c(C)nc(/N=C(\N)NC(=O)N3c4ccccc4Sc4ccccc43)nc2c1,0.3&-1.2,-1.1&-1.1,-6&-6,-4&-8,4&1,-8,-1&6,93&95,-7&2,-5&-7
COc1ccc(OC)c(N(CC(=O)N2CCN(Cc3ccccc3)CC2)S(C)(=O)=O)c1,-0.6,-0.5,5,5,3,4,3,110,38,2
CC(C)(C)S(=O)(=O)/C(C#N)=N/Nc1ccc(S(C)(=O)=O)cc1,/,1.9,-2,/,1,0,/,99,-1,/
NS(=O)(=O)c1cccc(NC(=O)Cn2nc(C(=O)O)c3ccccc3c2=O)c1,1.9,0.7,-2,-1,5,-2,-14,/,13,8
O=C(Nc1ccccc1)c1ccc(OC(=O)c2cc3ccccc3o2)cc1,3.5,0.2,-7,-7,1,/,-19,100,5,4
CCOC(O)[C@H]1N[C@@H](c2ccc(Cl)cc2)[C@@H]([N+](=O)[O-])[C@@H]1c1ccccc1 (some centres undefined),1.9,0.1,2,-9,1,1,-10,99,17,7
NS(=O)(=O)c1ccc(-n2nc(C(=O)O)cc2-c2ccc(Cl)cc2)cc1,0.1,1.9,2,-3,-1,-2,-1,97,53,2
CC1CCCN(C(=O)CSc2nnc(-c3ccco3)n2C)C1 (centres undefined),1.6,2.1,6,2,-5,0,-10,/,29,-3
CCN(CC(=O)Nc1c(F)cccc1F)C(=O)c1ccc(C)c(S(=O)(=O)N2CCCCC2)c1,-2.8,-0.3,-4,1,-1,/,15,104,5,10
Cc1c(-c2ccccc2)nc2ccccc2c1C(=O)OCC(=O)Nc1ncc(C(F)(F)F)cc1Cl,-0.1,-0.2,-5,-1,-1,/,0,106,19,4
CCOC(=O)c1sc(-c2ccccc2)cc1NC(=O)Nc1ccc([N+](=O)[O-])cc1,-3.6,-0.2,-1,9,-1,-3,17,/,29,2
CC(C)(C)c1cc(/C=N/NC(=O)Cc2nc3ccccc3[nH]2)cc(C(C)(C)C)c1O,0.5,-1.4,-4,-10,-1,/,-3,112,0,0
O=C(C1CCCN1C(=O)c1cccs1)N1CCc2ccccc21 (centres undefined),0.2,-0.2,-1,-19,3,/,-1,104,-9,1
Cc1ccc(S(=O)(=O)NCc2ccncc2)c(C)c1C,-0.5,-2.1,0,-7,2,-2,3,112,8,-1
Cc1cccc(NCC(=O)N/N=C\c2ccccn2)c1,0.5,-2.0,4,-4,1,0,-2,86,7,-1
Cc1cccc(NS(=O)(=O)c2cc3c(cc2C)n(C)c(=O)c(=O)n3C)c1,-2.8,1.2,-1,3,0,-5,14,112,0,-3
COc1ccccc1CC(=O)Nc1cc(S(=O)(=O)N2CCOCC2)ccc1N1CCOCC1,-1.7,0.9,-3,0,0,8,7,/,2,-4
O=C(Nc1nc(-c2ccccc2)cs1)c1ccc2c(c1)S(=O)(=O)c1ccccc1C2=O,-1.9,0.7,0,0,2,/,9,99,/,1
O=C(O)c1cccc(NC(=O)c2cc(NC(=O)c3ccccc3)cc(NC(=O)c3ccccc3)c2)c1,-0.3,-0.3,3,1,-3,0,1,103,-44,-5
O=C(CN1C(=O)NC2(CCCCCC2)C1=O)N1CCN(S(=O)(=O)c2ccc(Cl)cc2)CC1,1.1,1.0,0,-7,-2,-6,-6,101,8,0
O=C(CS(=O)(=O)c1ccccc1)c1cc2cc(F)ccc2oc1=O,-0.8,-0.2,-3,1,1,/,4,/,-4,-3
O=C(NCC1CCCO1)c1ccc([N+](=O)[O-])o1 (centres undefined),4.0,-0.4,-5,-4,-3,0,-27,97,28,7
O=C(C(c1ccccc1)C(O)c1ccccc1)N1CCOCC1 (centres undefined),-3.5,1.3,1,0,0,0,17,/,-12,-5
O=C(NC1CCCC1)C(c1ccc(N2CCOCC2)cc1)N(Cc1ccco1)C(=O)c1ccco1 (centres undefined),-2.4,-1.0,-5,-3,0,-2,13,/,5,5
O=C(NCc1ccccc1)c1ccc(S(=O)(=O)NCc2ccco2)cc1,-1.2,-0.9,-2,4,5,3,9,108,-4,-2
COc1ccc(NC(=O)CN(c2ccc(OC)cc2)S(=O)(=O)c2c(C)nn(C)c2C)cc1,-2.2,1.0,-2,-3,-3,-3,11,-9.2*,6,-2
